Screens: PubChem BioAssay, National Center for Advancing Translational Sciences (NCATS)
KCNH2 3.1 block = blocks the human KCNH2 3.1 channel isoform | actives 0.95% (n = 340,000) | activity change, % (tested at about 1.8 µM) | U2OS KCNH2 3.1, thallium flux FluxOr; hits give low values;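 active = maximum activity change below -70%; inconclusive = maximum activity change from -70% to -50%; inactive = maximum activity change above -50%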;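 note: thallium influx rate constant from kinetic fluorescence after stimulation buffer; % is set by controls: 0 for no effect and ±100 for the full control effect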
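Measured as rate of thallium-driven FluxOr signal in transduced U2OS cells carrying the 3.1 channel, read kinetically for 2 min upon stimulation; values are rate constants scaled to DMSO control wells.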
MLL CXXC-DNA inh = MLL CXXC-DNA interaction inhibition; Q03164; MLL-CXXC / FITC-HOXA9 DNA fluorescence polarization; Potency, µM (top dose mostly 115 µM), for inactives: top-dose activity change, negative = inhibition, actives largely listed as inhibitors; actives 0.037% (n = 290,000); AID 2662; active = well fitted inhibition curve with a large enough effect in the polarisation, with a control signal flat, not every such curve was filed as active; inconclusive = small, poorly fitted or top-dose-only effect, or effect the other way, or a change in a side signal; inactive = no such curve, though single readings can be large or run the other way; the % refers to the polarisation; note: potency is the fitted concentration of half-maximal effect
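Fluorescence polarization: 7 uM MLL-CXXC (stock) preincubated 5 min with compounds, then 50 nM fluorescein-HOX-A9 DNA (stock) added; 30 min ambient. Buffer 50 mM Tris-HCl pH 7.5, 50 mM NaCl, 1 mM DTT, 0.05% BSA.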
a7 integrin act = integrin-mediated muscular dystrophy alleviation activation; alpha7betagal myoblasts, beta-gal FDG fluorescence, 48 h; Potency, µM (highest dose often 38.3 µM), for the others: at the top dose activation, actives largely listed as activators; actives 0.064% (n = 350,000); AID 624291;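 note: potency is the fitted concentration of half-maximal effect; 100% = response of the positive control SU9516; nearly all actives have a fitted effect of over 60% in size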
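Alpha7betagal+/- myoblasts (passage 13) were plated 16-24 hr, then exposed to compounds (1:260 dilution of DMSO stock) for 48 hours at 37C. After MPER lysis, β-galactosidase reporter activity was read as FDG fluorescence (ex 480/em 540) after 30 minutes.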
GALK inhibitor = inhibitors of human galactokinase; P51570; Purified GALK, Kinase-Glo residual ATP luminescence; Potency, µM (titrated, usually from 57.5 µM), without a hit: at the highest dose activity change, negative = inhibition, most hits filed as inhibitors; actives 0.007% (n = 270,000); AID 1868; note: potency is the fitted concentration of half-maximal effect; % is set by controls: 0 for no effect and ±100 for the full control effect
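The enzyme phosphorylates galactose (100 uM) using ATP (35 uM); inhibition is detected as higher residual ATP, quantified by bioluminescence after 1 h reaction at room temperature, pH 8.0.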
ASM inhibitor = human S-ASM enzyme inhibition. placental ASM, HMU-PC fluorogenic substrate, 60 min. Potency, µM (highest dose often 57.5 µM), without a hit: at the highest dose activity change, negative = inhibition, usual class: inhibitors. actives 0.006% (n = 340,000). AID 504937; note: potency is the fitted concentration of half-maximal effect
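Human placenta-derived ASM preincubated with compound 10 min at room temperature, then reacted with 9 uM (final) fluorogenic HMU-PC substrate for 60 min at 37 C. Stop solution raises pH to 10; fluorescence read at Ex 386/Em 447 nm.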
KCNH2 WT inh = inhibitors of human wildtype KCNH2 potassium channel | U2OS, BacMam KCNH2, thallium flux FluxOr; hits give low values | actives 0.37% (n = 340,000) | Q12809 | activity change, % at 1.84 µM | AID 720551;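 active = maximum activity change below -70%; inconclusive = maximum activity change between -70% and -50%; inactive = maximum activity change above -50%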; note: % is set by controls: 0 for no effect and ±100 for the full control effect
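U2OS cells transduced with wild-type KCNH2 virus are loaded with FluxOr dye for 45 min, and thallium flux is measured in kinetic reads before and after stimulation buffer. Rate constants are normalized to DMSO controls.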
AT treatment = candidate therapy for ataxia-telangiectasia; Potency, µM (series often up to 57.5 µM), for inactives: top-dose activation, actives largely listed as activators; AID 485349; […] A-T fibroblasts, KAP-1 phosphorylation AlphaLISA; neocarzinostatin DNA damage 30 min before lysis; actives 0.19% (n = 320,000); note: potency is the fitted concentration of half-maximal effect; % of control where 0% means no effect; nearly all actives have a fitted effect of over 45% in size
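ATM-like activity read as KAP-1 phosphorylation via AlphaLISA donor/acceptor antibody pairs after lysis and 6 hr at 25C. Cells were ATM-null patient fibroblasts ([…], hTERT), dosed 60 min, then exposed to the DSB inducer NCS for 30 min.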
MBNL1 CUG block = inhibitors of human MBNL1 binding to CUG repeat RNA. Q9NR56. TR-FRET MBNL1-His/biotin-(CUG)12 binding, 665/545 ratio. Potency, µM (top dose mostly 57.5 µM), inactives show at the top dose activity change, negative = inhibition, usual class: inhibitors. actives 0.036% (n = 280,000); active = well fitted inhibition curve with a large enough effect in the signal ratio, with a control signal flat, not every such curve was filed as active; inconclusive = small, poorly fitted or top-dose-only effect, or effect the other way, or a change in a side signal; inactive = no such curve, though single readings can be large or run the other way; the % refers to the signal ratio; note: potency is the fitted concentration of half-maximal effect; % is set by controls: 0 for no effect and ±100 for the full control effect
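TR-FRET readout: Ex 340 nm, 665/545 nm emission ratio, normalized to buffer-only (basal) and MBNL1-(CUG)12 controls. Complex of MBNL1-His with Biotin-(CUG)12, compounds 92 nM–58 uM, incubated 60 min at room temperature.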
Coupling enz = coupling enzyme interference in Giardia aldolase counter-screen; coupling enzyme system counterscreen, AmpLite Red fluorescence; activity change, negative = inhibition, % at 58.2 µM, hits read low; actives 0.67% (n = 290,000); AID 2472; in the data active = activity change below about -30%; note: % is set by controls: 0 for no effect and ±100 for the full control effect
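Coupling enzymes only (glyceraldehyde-3-phosphate) + compound, at 57.5 uM final, 10 min RT; add substrate/coupling/AmpLite Red mix, 20 min RT; fluorescence ex 525/em 598 nm. Actives flag coupling-system interference.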
TRPV1 ag = activates the human vanilloid receptor TRPV1; TRPV1-expressing cells, Fluo-8 calcium influx, agonist mode; activation, % at 8.33 µM; actives 0.19% (n = 320,000); AID 540275; in the data active = activation above about 80%; inconclusive = between about 30% and that limit; note: 0% is about no effect
Target sequence (Q8NER1 whole entry, looked up): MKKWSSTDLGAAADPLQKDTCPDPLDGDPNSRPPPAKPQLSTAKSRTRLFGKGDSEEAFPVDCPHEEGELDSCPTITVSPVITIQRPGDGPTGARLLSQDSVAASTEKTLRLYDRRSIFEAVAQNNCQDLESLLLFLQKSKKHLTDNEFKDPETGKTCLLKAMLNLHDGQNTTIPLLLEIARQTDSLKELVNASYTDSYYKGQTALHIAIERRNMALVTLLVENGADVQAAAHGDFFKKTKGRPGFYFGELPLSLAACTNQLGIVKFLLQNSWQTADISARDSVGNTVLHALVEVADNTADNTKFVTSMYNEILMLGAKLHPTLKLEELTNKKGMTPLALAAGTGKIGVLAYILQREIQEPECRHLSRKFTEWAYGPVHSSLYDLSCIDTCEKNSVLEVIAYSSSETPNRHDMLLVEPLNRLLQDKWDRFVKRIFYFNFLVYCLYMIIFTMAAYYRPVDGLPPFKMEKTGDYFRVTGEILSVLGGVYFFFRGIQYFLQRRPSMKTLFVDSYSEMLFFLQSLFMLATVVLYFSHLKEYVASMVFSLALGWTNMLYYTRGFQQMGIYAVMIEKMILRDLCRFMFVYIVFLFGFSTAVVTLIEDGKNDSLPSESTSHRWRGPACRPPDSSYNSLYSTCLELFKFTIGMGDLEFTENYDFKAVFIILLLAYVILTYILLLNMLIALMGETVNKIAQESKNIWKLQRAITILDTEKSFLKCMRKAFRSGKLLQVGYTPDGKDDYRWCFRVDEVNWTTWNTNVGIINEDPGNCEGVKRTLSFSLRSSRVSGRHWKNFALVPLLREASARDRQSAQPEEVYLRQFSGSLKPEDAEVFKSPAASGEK
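TRPV1-expressing cells were cultured overnight at 35.5C and loaded with Fluo-8 calcium dye for 40 to 90 min at room temperature. After a 10 s baseline, compound was added and calcium influx was read kinetically for 3 min (ex 480/em 520 nm).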
Numbers without * were called inactive; i = inactive; ? = inconclusive; / = not tested or not shown; [ ] = another dose, or the depositor's remark. Unless noted, calls come from the whole dose curve; as a rule, active = well fitted curve in the direction sought with a large enough effect; inconclusive = small, poorly fitted or top-dose-only effect, or another doubt; inactive = no such curve, though single readings can be large; an effect the other way counts as inactive or inconclusive.

SMILES	KCNH2 3.1 block	MLL CXXC-DNA inh	a7 integrin act	GALK inhibitor	ASM inhibitor	KCNH2 WT inh	AT treatment	MBNL1 CUG block	Coupling enz	TRPV1 ag
O=C(Nc1ccccn1)c1ccc2ccccc2n1	15.7	-16.9%	-24.3%	1.1%	1.2%	-2.0	-0.4%	?	-4.9	0.4
CCN1CCN(Cc2ccc(NC(=O)c3ccc(C)c(NC(=O)c4csc(-c5ccncc5)n4)c3)cc2C(F)(F)F)CC1	28.7	12.3%	-2.8%	6.7%	1.5%	3.6	39.8µM*	-19.8%	4.7	-0.7
COc1cccc(OCCCN2CCCCCC2)c1	-9.2	38.2%[activator]	18.6%	-0.7%	4.6%	i	-2.1%	1.7%	1.8	-2.0
C=CCON/C(CCC)=C1\C(=O)CC(C)(C)CC1=NC	-2.8	8.4%	15.1%	7.6%	-1.8%	2.1	1.1%	/	4.9	/
COc1ccc(CC(=O)NCc2csc(-c3cccs3)n2)cc1OC	16.7	-6.5%	-22.8%	0.1%	0.3%	0.8	5.9%	32.9%[activator]	1.9	?
COc1cc2nc(CN3CCN(C(C)=O)CC3)[nH]c(=O)c2cc1OC	9.2	-3.0%	-0.6%	14.0%	3.3%	-4.8	3.2%	-2.3%	3.7	1.7
CC1CCCN(C(=O)CSCC(=O)N=c2sc3ccccc3n2C)C1 (stereo not given)	/	16.6%	-2.5%	0.5%	1.7%	11.6	5.2%	-2.5%	0.9	5.3
O=Cc1cn(-c2ccccc2)nc1-c1cc2ccccc2oc1=O	0.0	26.3%	9.7%	-1.6%	10.0%	-4.9	0.1%	1.5%	2.0	14.6
COCCCOc1cc(NCc2ccccc2)c2ncn(C(C)C)c2c1	4.0	/	-2.5%	/	-8.3%	-12.3	-1.3%	/	/	/
CCOC(=O)N/N=C/c1cn(Cc2ccccc2Cl)c2ccccc12	4.4	-6.2%	-29.7%	-0.3%	-3.4%	3.9	-3.2%	?	-5.2	-5.5
CCn1c(C)nc2cc(C(=O)NN=C(C)c3ccc(C#N)cc3)ccc21	-37.0	/	?	/	-3.0%	0.9	-11.8%	/	/	/
CSc1nnc([C@@H]2CCCN2C(=O)OC(C)(C)C)o1	11.1	-18.7%	8.4%	4.7%	6.6%	4.2	4.5%	-10.7%	-2.1	-4.4
Clc1ccc(-c2nn3c(-c4ccccn4)nnc3s2)c(Cl)c1	/	1.9%	/	2.7%	/	/	5.0%	9.4%	1.3	4.5
CCOC(=O)N1CCC2(CC1)C(C#N)=C(N)Oc1c2sc2nc(C)cc(C)c12	14.4	2.4%	-58.1%[inhibitor]	-5.8%	-15.9%	-8.1	4.7%	-4.5%	-0.4	7.1
O=C(Nc1nnc(COc2ccc(Cl)cc2)s1)c1ccc([N+](=O)[O-])cc1	-1.0	36.6%[activator]	18.0%	1.5%	2.9%	10.6	0.0%	2.1%	2.6	-1.4
O=c1cc(-c2ccccc2)oc2ccc(Cl)cc12	-19.6	/	28.2%	/	-2.8%	1.9	/	/	/	/
COc1ccc(S(=O)(=O)Nc2cc(C)on2)cc1	-0.7	-9.9%	-18.3%	-3.2%	1.9%	-7.9	1.9%	-0.3%	0.9	0.5
Cc1ccc(SCC(=O)N2CCN(S(=O)(=O)c3cccs3)CC2)cc1	-2.4	/	9.7%	/	-0.1%	0.1	-0.3%	/	/	/
CCOc1cc(/C=C2\N=C(C)OC2=O)cc(Br)c1OCC(=O)OC	12.6	2.0%	5.2%	-1.8%	-1.3%	-10.9	16.3%	-0.3%	-1.9	-8.0
O=C(Nc1nnc(-c2cc(Cl)ccc2Cl)o1)c1ccco1	27.6	/	-14.2%	/	-0.6%	5.2	-0.2%	/	/	0.1
CC(=O)c1cccc(NC(=O)NNC(=O)c2ccc(Cl)cc2Cl)c1	-22.3	3.2%	0.0%	1.0%	-0.9%	4.8	-2.4%	-2.1%	0.0	6.9
COc1ccc(C(=O)COC(=O)CCc2nc3ccccc3[nH]c2=O)cc1Br	8.8	-0.3%	7.9%	0.3%	2.2%	-2.3	-11.3%	0.4%	0.5	0.4
COc1cc(NC(=S)Nc2ccccn2)c(OC)cc1Cl	0.0	9.8%	3.2%	1.6%	3.3%	-0.2	-2.5%	-1.6%	2.7	0.3
O=C(OCc1c(-c2ccccc2)ncc2ccccc12)c1ccccc1C(F)(F)F	6.9	/	15.6%	/	-1.7%	2.9	2.5%	/	/	/
COCCCNC(=O)C[C@H]1C[C@H](C(=O)N2CCOCC2)[C@@]2(C)c3[nH]c4ccc(Cl)cc4c3CCN2C1=O	-6.1	/	-16.4%	/	1.5%	-5.4	-0.1%	/	/	/
SMILES	KCNH2 3.1 block	MLL CXXC-DNA inh	a7 integrin act	GALK inhibitor	ASM inhibitor	KCNH2 WT inh	AT treatment	MBNL1 CUG block	Coupling enz	TRPV1 ag
CN(C)c1ncnc(N(C)C)c1[N+](=O)[O-]	-2.1	19.8%	16.1%	-0.4%	-3.3%	1.1	-2.7%	/	-0.8	4.9
CC(NC(=O)CCCCCN1C(=O)c2ccccc2C1=O)c1ccc2c(c1)CCCC2 (stereo not given)	-1.7	5.8%	-4.7%	-0.2%	-1.0%	7.7	-1.0%	-1.6%	1.6	6.7
CCOC(=O)c1ccc(Nc2ncccc2[N+](=O)[O-])cc1	5.2	-0.9%	-5.3%	6.7%	1.1%	3.9	-3.9%	?	-0.2	16.2
Cc1ccc(S(=O)(=O)NCC(=O)N(CC(=O)NCC2CCCO2)c2cccc(F)c2)cc1 (stereo not given)	-4.6	31.4%[activator]	1.3%	1.4%	-0.4%	-1.0	-4.9%	1.0%	0.9	-0.2
O=C(OC(c1ccccc1)c1nccc2ccccc12)c1cccc([N+](=O)[O-])c1 (stereo not given)	0.8	7.5%	-10.7%	-2.0%	-8.4%	-20.4	6.6%	17.3%	0.2	6.0
O=C1c2ccccc2C(=O)N1CCSc1n[nH]c(=S)s1	/	12.0%	-5.3%	0.3%	3.9%	-3.5	-5.5%	5.2%	11.5	-2.0
O=C(Cc1c[nH]c2ccccc12)NCc1cccs1	-23.3	2.3%	37.0%	-0.9%	-1.8%	-0.4	-2.4%	-8.0%	0.8	1.7
Cc1ccc(C2C(C(=O)c3sc(C)nc3C)=C(O)C(=O)N2CCN(C)C)o1 (stereo not given)	4.9	8.3%	-23.6%	-0.7%	-0.2%	7.3	9.9%	9.5%	-14.4	0.5
CCOc1ccc(S(=O)(=O)NCc2cccnc2)c2ccccc12	-17.2	2.5%	-0.4%	1.1%	-0.2%	-5.4	-1.2%	7.4%	-3.8	-4.0
COc1ccccc1NC(=O)COc1ccc(C(=O)OCC(=O)N(C(C)C)C(C)C)cc1OC	2.9	-6.5%	5.4%	-0.5%	-1.7%	6.9	-1.4%	8.7%	0.8	1.2
CCc1nnc(NC(=O)CSc2nnc(CSc3nc(C)cc(C)n3)n2C)s1	-8.6	1.8%	0.0%	-2.8%	-1.5%	-17.6	1.2%	-3.9%	4.9	0.1
COc1ccc(-c2nn(C)c(=O)c3ccccc23)cc1NC(=O)Cn1nc(C)c2ccccc2c1=O	9.2	44.6%[activator]	-32.1%	0.7%	-4.1%	8.7	0.7%	20.3%	1.4	7.7
CN1CCN(S(=O)(=O)c2ccc(NC(=S)NC(=O)C3CCC3)cc2)CC1	4.9	6.7%	-3.4%	1.4%	2.4%	2.0	2.5%	?	0.5	-4.4
CCc1cccc(NC(=O)c2ccc(Br)o2)c1	4.8	2.5%	-8.3%	-1.7%	-0.6%	-5.0	-1.1%	-2.4%	-3.4	?
COC(=O)Cc1nnc(Nc2cccc(C)c2)c2ccccc12	-11.9	-3.3%	-18.4%	2.7%	1.5%	2.0	5.4%	0.6%	-1.0	4.4
COc1ccc2c(c1)N(C(=O)CN1C(=O)C3CCCCC3C1=O)C(C)(C)C=C2C (stereo not given)	5.4	12.0%	8.8%	-2.8%	-1.7%	-9.2	/	14.7%	-1.7	20.3
O=C(C1CC(=O)N(c2ccc(Cl)cc2)C1)N1CCN(Cc2ccc3c(c2)OCO3)CC1 (stereo not given)	12.7	13.7%	-41.0%	-1.3%	-2.5%	39.7	-6.6%	0.5%	0.1	3.1
CCOc1cc(C(F)(F)F)cnc1/C(N)=N/O	12.1	5.8%	?	-4.4%	4.0%	7.3	1.9%	-3.6%	0.4	0.0
Cc1ccccc1SCC(=O)OCC(=O)Nc1ccc(N(C)C)cc1	1.1	6.9%	-14.3%	4.5%	-2.5%	-4.3	-9.6%	-4.9%	-0.5	18.0
Cn1cccc1CC(=O)N/N=C/C(Cl)=C/c1ccccc1	-23.1	17.8%	-2.2%	-0.1%	-11.4%	-8.9	1.6%	36.4%[activator]	0.4	5.3
CC(=O)Nc1ccc(/C(C)=N/Nc2nc(Nc3cccc4ccccc34)nc(N3CCOCC3)n2)cc1	-17.2	14.5%	-33.8%	/	-19.8%	-7.0	0.3%	-16.3%[11.5 µM]	-6.9	0.3
